AmpC inh no detg: qHTS Inhibitors of AmpC Beta-Lactamase (assay without detergent); P00811; Potency, µM (highest dose often 57.1 µM), for inactives: at the top dose activity change, negative = inhibition, actives largely listed as inhibitors; 330,000 tested, 0.52% active; AmpC nitrocefin hydrolysis, absorbance 480 nm, 0.0001% Triton; AID 485341, 2010;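 further: potency means the concentration at half of the fitted maximal effect; plate controls were no compound for no effect and no enzyme for full effect; nearly all actives have a fitted effect of over 20% in size; some results filed as inactive show a strong effect at the top dose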
Target sequence (P00811 whole entry, looked up): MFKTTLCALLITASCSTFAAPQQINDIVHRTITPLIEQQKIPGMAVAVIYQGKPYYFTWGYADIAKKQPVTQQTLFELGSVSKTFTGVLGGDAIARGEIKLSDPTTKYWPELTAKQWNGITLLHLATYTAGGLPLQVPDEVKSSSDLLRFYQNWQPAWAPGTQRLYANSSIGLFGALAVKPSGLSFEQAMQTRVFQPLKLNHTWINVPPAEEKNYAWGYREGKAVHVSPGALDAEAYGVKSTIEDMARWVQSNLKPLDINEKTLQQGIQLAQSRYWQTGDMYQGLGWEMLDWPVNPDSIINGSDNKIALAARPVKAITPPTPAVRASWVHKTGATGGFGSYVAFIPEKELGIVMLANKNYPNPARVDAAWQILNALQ
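AmpC (5.3 nM in the dispensed reagent) in 20 mM phosphate pH 7.0 with 0.01% (detergent screen) or 0.0001% Triton X-100 was preincubated with compounds for 15 min at room temperature. Nitrocefin was then added from an 800 uM solution, and hydrolysis was followed at 480 nm.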
HCMV antiviral: qHTS Assay for inhibitors of the human cytomegalovirus (HCMV) | HFF cells, HCMV-luciferase reporter, 72 h; stronger effect = lower value | activity change, negative = inhibition, % at 57.5 µM | 410,000 tested, 4.5% active | AID 1259415, 2018; in the data active means activity change below about -60%; inconclusive means no clear call, values can overlap the other calls; inactive means above about -39%; further: on the % scale 0 is the no-effect control and ±100 the full control effect
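Two-dose cell screen: HFF monolayers treated with compounds and infected with luciferase-expressing HCMV at 1 PFU/cell, 72 h at 37C, then lysed for luciferase measurement.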
Shiga inhibitor: A qHTS for Small Molecule Inhibitors of Shiga Toxin. Vero cells, Shiga toxin protein synthesis inhibition reporter. inhibition, % at 38.7 µM. 290,000 tested, 9.2% active. AID 2315, 2010; in the data active means inhibition mostly above about 28%, no sharp cut-off; inactive means mostly below about 43%; further: 0% is about no effect
AMA1-RON2 inh: qHTS for Inhibitors of AMA1-RON; Towards Development of Antimalarial Drug Lead: Primary Screen; AlphaScreen AMA1-biotinylated RON2 peptide binding; 360,000 tested, 0.2% active; Plasmodium falciparum AMA1 (3D7) - RON2 peptide interaction; AID 720542, 2013; Potency, µM (series often up to 58.2 µM), without a hit: top-dose activity change, negative = inhibition, usual class: inhibitors;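 further: potency means the concentration at half of the fitted maximal effect; 0% = vehicle wells and -100% = peptide control; nearly all actives have a fitted effect of over 45% in size; some results filed as inactive show a strong effect at the top dose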
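AMA1 (3D7) with his tag at 25 nM final met compounds first, then biotinylated RON2 peptide at 25 nM; detection used donor plus acceptor beads, 10 µg/mL apiece, read by AlphaScreen after 30 min at room temperature.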
Cycloheximide cs: Cycloheximide Counterscreen for Small Molecule Inhibitors of Shiga Toxin | 300,000 tested, 12% active | cell reporter, cycloheximide protein synthesis inhibition counterscreen | max response, % | AID 2314, 2010; in the data active means max response mostly above about 13%, no sharp cut-off; inactive means mostly below about 14%; further: read at 38.3 µM for the half of the compounds with a filed dose; 0% is about no effect
AmpC detergent: qHTS Inhibitors of AmpC Beta-Lactamase (assay with detergent) | P00811 | AmpC hydrolysis of nitrocefin, absorbance 480 nm, 0.01% Triton | Potency, µM (doses to about 114 µM), inactives show at the highest dose activity change, negative = inhibition, usual class: inhibitors | 370,000 tested, 0.041% active | AID 485294, 2010;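 further: potency means the concentration at half of the fitted maximal effect; 0% = no-compound wells and -100% = no-enzyme wells; nearly all actives have a fitted effect of over 25% in size; some results filed as inactive show a strong effect at the top dose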
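20 mM phosphate pH 7.0 + 0.01% (detergent screen) or 0.0001% Triton X-100; 5.3 nM AmpC reagent; cpd preinc 15 min RT; nitrocefin (800 uM stock) to start; A480 q20 s × 4 min; Activity was normalised to no-enzyme and no-compound control wells.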
Giardia FBPA inh: qHTS Assay for Inhibitors of Fructose-1,6-bisphosphate Aldolase from Giardia Lamblia. A8B2U2. purified Giardia FBPA. Potency, µM (top dose mostly 59.6 µM), for inactives: top-dose activity, negative = inhibition, actives largely listed as inhibitors. 290,000 tested, 0.71% active. AID 2451, 2010; further: potency means the concentration at half of the fitted maximal effect; on the % scale 0 is the no-effect control and ±100 the full control effect; nearly all actives have a fitted effect of over 55% in size
Target sequence (A8B2U2 whole entry, looked up): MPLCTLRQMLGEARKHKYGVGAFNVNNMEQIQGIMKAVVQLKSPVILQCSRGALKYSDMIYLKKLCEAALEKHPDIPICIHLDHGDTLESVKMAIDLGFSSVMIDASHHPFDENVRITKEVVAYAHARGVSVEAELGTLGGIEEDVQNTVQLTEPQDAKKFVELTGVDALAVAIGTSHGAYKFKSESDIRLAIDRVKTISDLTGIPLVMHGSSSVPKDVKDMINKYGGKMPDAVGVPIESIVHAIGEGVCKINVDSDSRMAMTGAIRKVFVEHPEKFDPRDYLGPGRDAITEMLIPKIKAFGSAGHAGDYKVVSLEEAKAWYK
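Giardia FBPA (40 nM reagent) was preincubated 10 min at RT with compound (up to 57.5 uM final), then substrate plus GAPDH/TPI/NAD/arsenate coupling system with diaphorase/resazurin was added; resorufin fluorescence (525/598 nm) was read after 20 min.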
An asterisk follows results filed as active; ? = inconclusive; / = not tested or not shown; & = joins results of further samples; [ ] = another dose, or the depositor's remark. Unless noted, the call rests on the fitted dose curve; in most records, active means well fitted curve in the direction sought with a large enough effect; inconclusive means small, poorly fitted or top-dose-only effect, or another doubt; inactive means no such curve, though single readings can be large; an effect the other way counts as inactive or inconclusive.

Order of values – AmpC inh no detg	HCMV antiviral	Shiga inhibitor	AMA1-RON2 inh	Cycloheximide cs	AmpC detergent	Giardia FBPA inh
C=CCNC(=S)N/N=C/c1ccc(C(F)(F)F)cc1
  -16%	-86*	3	80%[activator]	7	-6%	?
Cc1cc(C)c(NC(=S)NC(NC(=O)c2ccccc2)C(Cl)(Cl)Cl)c(C)c1 (stereo unspecified)
  -33%	?	-1	6%	-2	?	-5%
O=S1(=O)NC[C@]23C[C@H](c4ccc(F)cc4)[C@@H](C[C@@H]21)O3
  -6%	-102*	5	14%	-4	-2%	-10%
OCCC1CN(Cc2cccn2-c2ccccn2)CCN1C1CCCC1 (stereo unspecified)
  -14%	-35	18	-2%	0	0%	3%
CCn1c(N)c(C(=O)NCc2ccc3c(c2)OCO3)sc1=S
  -31%	/	-10	-2%	-2	?	-24%
C(=C\n1nnc2ccccc21)/c1ccc[nH]1
  -42%	-8	/	?	/	?	/
O=c1[nH]c(SCc2n[nH]c(=S)n2-c2ccccc2)nc2sc3c(c12)CCC3
  -41%	34	-20	79%[activator]	-4	-14%	7%
COc1ccc(S(=O)(=O)Nc2ccc(-n3cnnn3)cc2)cc1[N+](=O)[O-]
  -41%	-6	/	-5%	/	-2%	/
CN1CCC(=O)N([C@H](COc2ccccc2)Cc2ccccc2)CC1
  12%	9	-2	-2%	1	-12%	-2%
Nc1ccc2oc(C3CCCCC3)nc2c1
  13%	85	97*	-3%	55*	-5%	-14%
C=CCn1c(SCC(=O)Nc2nc3ccccc3s2)nnc1-c1ccccc1O
  -29%	-31	-16	41%[activator]	7	?	5%
COc1ccc(-c2[nH]ncc2/C=N\NC(=O)c2ccc(Br)o2)cc1OC
  36%	0	34*	20%	19*	-3%	/
Cc1cccc(C)c1NC(=S)N1CCCCCC1
  -11%	-64*	-6	-2%	-8	3%	-24%
O=C(Nc1ccc2c(c1)OCO2)c1cnc2n(c1=O)CCS2
  -10%	188	49*	-11%	29*	-3%	-1%
CCCCCCN(C(=O)CCCCCN1C(=O)NC(c2ccc([N+](=O)[O-])cc2)C(C(=O)OCc2ccccc2)=C1C)C(C(=O)NCCCC)C1CCCCC1 (stereo unspecified)
  -23%	-9	/	1%	/	/	/
O=C(O)CSCCn1cccn1
  -16%	-3	-11	-5%	-7	?	-18%
O=C(NCCc1ccccc1)C(=O)NCC1OCCCN1S(=O)(=O)c1cccs1 (stereo unspecified)
  -18%	-3	14	2%	-3	8%	7%
CCOc1ccc(NC(=O)C2CCN(C(=O)C3CC(=O)N(c4ccc(C)cc4)C3)CC2)cc1 (stereo unspecified)
  104%[activator]	-22	0	-18%	-1	0%	13%
O=C(c1cc(COc2ccc(F)cc2F)on1)N1C[C@H]2CC[C@H]1C2
  48%	-17	101*	-12%	52*	3%	/
CCOC(=O)c1ccccc1NC(=O)Nc1ccc(OC)c(OC)c1
  -6%	17	-12	12%	-1	-5%	3%

More results follow:
Order of values – AmpC inh no detg	HCMV antiviral	Shiga inhibitor	AMA1-RON2 inh	Cycloheximide cs	AmpC detergent	Giardia FBPA inh
CC(C)(C)c1ccc(OCCCNC2CCCC2)cc1
  9%	-10	3	-6%	-3	-3%	?
CN(C)c1ccc(Nc2c3c4c(cccc4n(C)c2=O)C(=O)c2ccccc2-3)cc1
  -21%	20	-2	4.5µM*	4	-18%	-3%
Nc1nc(SCc2ccccc2Cl)ns1
  -15%	36	58*	?	17*	-14%	-12%
COc1ccc(N=C(C)c2c(O)n(C)c(=O)n(C)c2=O)c(OC)c1
  34%	-15	-9	0%	5	-6%	-8%
NS(=O)(=O)c1cccc(NC(=O)CSc2n[nH]c(-c3cccs3)n2)c1
  -25%	33	/	-4%	/	-7%	/
Fc1ccc(Br)cc1/C=N/n1cnnc1
  -22%	-9	-5	2%	-3	1%	1%
COc1ccc(N=C2C(=O)Nc3ccccc32)cc1
  -14%	-13	53	0%	7	?	?
NS(=O)(=O)c1ccc(CNS(=O)(=O)c2ccc3ccccc3c2)cc1
  -16%	-2	-32	-12%	2	1%	/
O=C(NCCN1CCOCC1)C1CCN(S(=O)(=O)N2CCCC2)CC1
  -19%	-3	19	-3%	-3	1%	1%
CCN1CCN(Cc2nc3ccc([N+](=O)[O-])cc3c(=O)n2-c2ccccc2F)CC1
  0%	103	-2	11%	14	-5%	-13%
COc1ccc(-c2cc(C(F)(F)F)nc(SCC(=O)NCc3cccs3)n2)cc1OC
  130%[activator]	-15	-2	9%	-4	-5%	8%
CCc1cccc(C)c1NC(=O)CCCSc1nc2ccccc2s1
  -10%	-30	1	0%[11.6 µM]	-3	-3%	0%
Cc1cc(NC(=O)c2cc(-c3ccccc3)on2)no1
  -2%	-14	-11	-7%	-4	0%	-2%
O=C(NCCCN1CCCC1=O)C1CCC(CNS(=O)(=O)c2ccc(Cl)cc2)CC1 (stereo unspecified)
  76%[activator]	-7	33	25%	-7	-10%	1%
O=C(CCC(=O)Nc1ccc(F)cc1)N/N=C/c1cccs1
  -7%	/	14	11%	-3	5%	-11%
COc1cc(CN2CCC(CO)(Cc3cccc(C(F)(F)F)c3)CC2)ccc1F
  130%[activator]	33	-8	3%	0	-2%	3%
O=C(CNC(=O)c1cccc(Cl)c1)N/N=C/C=C/c1ccccc1
  -44%	-23	10	38%[activator]	6	?	-3%
Cc1ccc(NC(=O)c2cc3ccccc3oc2=N)cc1
  -27%	45	147*	0%	77*	4%	-1%
CC(C)N1C/C(=C/c2cccnc2)C(=O)/C(=C/c2cccnc2)C1
  -2%	-37	28	3%	21*	3%	3%
c1ccc(Cn2nc(-c3ccccc3)nc2-c2ccccc2)cc1
  -46%	70	52*	-8%[11.6 µM]	54*	-13%	-8%

Following part
Order of values – AmpC inh no detg	HCMV antiviral	Shiga inhibitor	AMA1-RON2 inh	Cycloheximide cs	AmpC detergent	Giardia FBPA inh
CN(CC(=O)NCC(=O)Nc1ccc(F)c(F)c1F)C1CCS(=O)(=O)C1 (stereo unspecified)
  -5%	-1	/	71%[activator]	/	2%	/
O=C(CNC(=O)c1ccccc1F)NC1CC1
  -14%	-10	10	-4%	-2	-7%	6%
Cc1ccc(NS(=O)(=O)c2ccc3c(c2)NC(=O)CCS3)c(C)c1
  -30%	0	-4	-6%	-3	0%	/
Cc1cc(OCCCCn2ccnc2)cc(C)c1Cl
  37%	-17	5	-16%	-5	-5%	6%
CCCCOP(=O)(c1ccc(N(C)C)cc1)C(O)c1ccc(OC)c(OC)c1 (stereo unspecified)
  54%	-13	-12	-16%	-1	-4%	6%
O=C(Nc1nc2ccccc2n1CCN1CCOCC1)c1ccc(COc2ccccc2Br)o1
  -8%	?	-5	18%	1	?	-15%
Cc1ccc(S(=O)(=O)N2CCN(C(=O)c3ccc(-n4cncn4)c([N+](=O)[O-])c3)CC2)cc1
  41%	-21	/	-6%	/	0%	/
Clc1cccc(-c2ccc3ncnc(NCc4cccnc4)c3c2)c1
  38%&70%	6	/	/	/	-9%	/
NS(=O)(=O)c1cccc(NC(=O)CSc2nnnn2-c2ccccc2)c1
  -21%	-31	-2	-4%	-3	-8%	7%
Cc1ccccc1CNC(=O)C(=O)NCCC1CCCCN1S(=O)(=O)c1cccs1 (stereo unspecified)
  -34%	-29	/	?	/	?	/
N#C/C(=C1\C(=O)Nc2c(Cl)cc(Cl)cc21)c1nnc2n1CCCCC2
  -20%	5	-14	-2%	7	?	?
O=C(CCl)Nc1ccccc1C(=O)c1ccccc1
  -16%	-39	-3	4%	7	?	2%
O=C(C[C@@H]1C/C=C\CCC(=O)OC[C@H](Cc2ccccc2)NC1=O)N[C@@H](CO)Cc1ccccc1
  23%	?	/	0%	/	/	/
Cc1ccc(OCC(=O)Nc2nnn(C)n2)c(C)c1
  -10%	14	83*	-5%	5	?	4%
CC1CCN(C(=O)c2cc3nc(-c4ccccc4)cc(-c4ccccc4)n3n2)CC1
  -17%	9	4	40%[activator]	-1	-11%	-2%
CC(C)(C)c1ccc(NC(=O)CSc2n[nH]c(=O)n2-c2cccnc2)cc1
  17%	21	-6	-4%	-1	-2%	/
O=C(/C=C/c1ccc(Br)o1)Nc1nnc(C2CC2)s1
  -18%	/	29	/	14	4%	-3%
COC(=O)C1=C(N)Oc2cc(N(C)C)ccc2C1c1ccccc1OC (stereo unspecified)
  -11%	-11	4	-7%	-3	?	-4%
CCOC(=O)c1ccc(NC(=O)c2cc(S(=O)(=O)N3CCOCC3)cn2C)cc1
  -3%	-7	9	-1%	-1	?	/
CCN(CC)S(=O)(=O)c1ccc2c(c1)nc(CCC(=O)Nc1ccccc1Cc1ccccc1)n2CC
  72%[activator]	?	-4	-3%	-3	-9%	2%

Continuation:
Order of values – AmpC inh no detg	HCMV antiviral	Shiga inhibitor	AMA1-RON2 inh	Cycloheximide cs	AmpC detergent	Giardia FBPA inh
COc1ccccc1CNC(=O)C(CCSC)NC(=O)c1cccc(S(=O)(=O)N2CCOCC2)c1 (stereo unspecified)
  17%	-21	/	6%	/	/	/
COC(=O)CSc1nc2ccccn2c(=O)c1C=O
  -19%	94	46*	4%	18*	1%	-5%
CCNC(=O)CSc1nnc(-c2ccccc2)n1-c1ccc(OCC)cc1
  56%	-9	-24	8%	4	0%	2%
Cc1nn(CCCC(=O)Nc2cc(Oc3ccc(F)cc3)cc([N+](=O)[O-])c2)c(C)c1[N+](=O)[O-]
  -6%	-19	7	-24%	13	-3%	-7%
CC(C)c1ccc(NC(=O)[C@H](NC(=O)[C@@H]2Cc3ccccc3CN2)c2ccccc2)cc1
  -12%	/	35	19%	34*	2%	/
O=c1[nH]cnc2[nH]ncc12
  -21%	43	12	-5%	-3	0%	5%&3%&3%
COc1ccc(OC)c(NC(=O)COC(=O)CCCN=C2NS(=O)(=O)c3ccccc32)c1
  -16%	2	/	-8%	/	/	/
COc1ccc(C2CCCN2C(=S)Nc2ccc(C)cc2Cl)cc1OC (stereo unspecified)
  28%	-38	64*	0%	43	1%	-13%
Cc1cc(NC(=O)COC(=O)[C@@H](NS(=O)(=O)c2ccccc2)C(C)C)no1
  -20%	-5	10	-3%	2	-5%	0%
C=CCNC(=O)c1cc(-c2ccncc2)nc2c(C)cc(C)cc12
  106%[activator]	-20	-5	0%	-1	6%	8%

Reformatted with bars between the fields: entries from further up.
Compound | AmpC inh no detg | HCMV antiviral | Shiga inhibitor | AMA1-RON2 inh | Cycloheximide cs | AmpC detergent | Giardia FBPA inh
COc1ccc(C2CCCN2C(=S)Nc2ccc(C)cc2Cl)cc1OC (stereo unspecified) | 28% | -38 | 64* | 0% | 43 | 1% | -13%
Cc1cc(NC(=O)COC(=O)[C@@H](NS(=O)(=O)c2ccccc2)C(C)C)no1 | -20% | -5 | 10 | -3% | 2 | -5% | 0%
